# E coli growth: counter-screen for AddAB inhibitors: E. coli growth inhibition; inhibition, % at 11.9 µM; E. coli V3065 growth, OD600 absorbance, 18 h; actives 0.27% (n = 330,000);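 active = inhibition above the campaign's mean inhibition across all tested compounds plus 3 SD, cut at about 9.9% in these data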;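 also: uninfected addAB+ strain grown without phage in ampicillin broth; 0% = DMSO wells and 100% = ciprofloxacin 0.95 µg/ml wells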
# AddAB inh: less growth of phage-infected E. coli with AddAB; E. coli expressing H. pylori AddAB, absorbance growth; actives 0.29% (n = 330,000); inhibition, % at 11.9 µM; in the data active = inhibition above about 12%;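 also: 0% = vehicle wells of infected cells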
# phage Ecoli inh: E. coli growth loss with phage present | growth absorbance | inhibition, % at 11.9 µM | actives 0.26% (n = 360,000); in the data active = inhibition above about 11%
# Arr AP2 block: human beta-arrestin and AP2 interaction inhibition; FITC-arrestin peptide / GST-AP2 beads, flow cytometry; AP2 beta2 appendage carries R879A mutation; inhibition, % at 10 µM; actives 0.31% (n = 340,000); AID 504490;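 active = inhibition above a set limit, near 3 SD of compounds lacking own fluorescence, cut at about 54% in these data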;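 also: plate controls were DMSO wells for no effect and 5 µM unlabelled arrestin peptide for full effect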
#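 Material – GST-tagged AP2 beta2-adaptin appendage (R879A) on 4 µm glutathione beads · Probe or stimulus – fluorescein-tagged arrestin peptide at 50 nM final · Timing – 12 min plus 1 h, RT · Detection – bead flow cytometry, FITC channel · Read-out basis – inhibition as reduced fluorescein signal on beads, percent · Medium – PBS plus Tween 20 (0.05%) and BSA (0.1%)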
# PKA-R1A activ: activates the PKA-R1A holoenzyme complex; P00514+P68181; PKA-R1A dissociation, Cy5-IP20 fluorescence polarization; scaled: DMSO 0%, 113 µM cGMP 100%; activation, % at 11.4 µM; actives 0.083% (n = 340,000); AID 504707;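 active = percent activation above the mean of all tested compounds plus 3 SD, cut at about 19% in these data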;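 also: higher means more PKAc released from R1A so a rise in polarization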
# OPRM1-OPRD1 inv: inverse agonist of human OPRM1-OPRD1 heterodimerization; P35372+P41143; cell-based MOR-DOR heterodimer luminescence, inverse agonism; inhibition, % at 9.3 µM; actives 0.21% (n = 340,000); AID 504357; in the data active = inhibition above about 22%, passing the limit was not always enough;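 also: 0% = cells with DMSO and 100% = wells without cells with DMSO; values of inactives mirror those of a sister screen read the other way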
# DSG3 Ab inh: inhibitors of pemphigus antibody binding to human desmoglein-3; DSG3-coupled beads, scFv-anti-DSG3-GFP binding, flow cytometry; active compounds read low; P32926; binding (percent of control), % at 10 µM; actives 0.48% (n = 310,000);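 active = binding more than 3 SD below its plate's average and above zero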;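 also: hits lower antibody fragment binding to DSG3; some compounds called inactive have numbers as strong as hits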
# Target sequence (P32926 whole entry, looked up, the tested form may be a part): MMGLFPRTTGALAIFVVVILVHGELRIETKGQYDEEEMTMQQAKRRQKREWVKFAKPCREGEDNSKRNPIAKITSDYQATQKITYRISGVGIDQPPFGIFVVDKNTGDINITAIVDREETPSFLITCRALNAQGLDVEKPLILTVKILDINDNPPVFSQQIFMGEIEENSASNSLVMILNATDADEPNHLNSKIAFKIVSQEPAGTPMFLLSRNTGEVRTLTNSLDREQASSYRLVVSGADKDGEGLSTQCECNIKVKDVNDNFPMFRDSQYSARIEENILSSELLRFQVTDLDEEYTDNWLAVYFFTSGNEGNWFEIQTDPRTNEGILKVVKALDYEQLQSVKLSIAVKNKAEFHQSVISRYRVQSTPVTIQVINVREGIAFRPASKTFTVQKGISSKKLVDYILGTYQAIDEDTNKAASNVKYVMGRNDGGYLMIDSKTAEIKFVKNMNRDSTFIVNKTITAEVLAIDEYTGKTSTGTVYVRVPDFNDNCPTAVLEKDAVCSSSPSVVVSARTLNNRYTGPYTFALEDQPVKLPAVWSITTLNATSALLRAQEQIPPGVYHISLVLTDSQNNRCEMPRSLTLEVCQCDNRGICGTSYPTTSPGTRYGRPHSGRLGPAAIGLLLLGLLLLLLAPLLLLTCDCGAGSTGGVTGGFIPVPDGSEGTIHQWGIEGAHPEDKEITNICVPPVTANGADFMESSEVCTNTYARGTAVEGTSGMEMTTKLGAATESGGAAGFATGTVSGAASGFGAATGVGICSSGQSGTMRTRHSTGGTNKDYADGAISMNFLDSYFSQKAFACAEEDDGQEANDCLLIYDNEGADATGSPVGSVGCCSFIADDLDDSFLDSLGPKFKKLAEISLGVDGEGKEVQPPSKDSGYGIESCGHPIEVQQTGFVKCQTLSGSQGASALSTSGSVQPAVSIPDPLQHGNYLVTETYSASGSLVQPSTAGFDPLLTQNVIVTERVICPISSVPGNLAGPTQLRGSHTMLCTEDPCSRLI
# SUMO Mot1 rescue: inhibitors of SUMOylation pathway: yeast Mot1-301 growth rescue | growth rescue, % at 18.8 µM | AID 2716 | S. cerevisiae Mot1-301 growth rescue, ATP luminescence, 38.5C; percent above DMSO median, 100 means doubled | actives 1% (n = 320,000);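 active = every valid replicate shows activation above 250% relative to neutral control wells; inactive = the rest, any valid replicate at or below 250%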;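 also: OY570 slx delta 5 strain wells were the positive control but not used for scaling; some compounds called inactive have numbers as strong as hits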
# PfHsp90 yeast 2: reduces growth (ATP signal) of yeast expressing P. falciparum Hsp90; S. cerevisiae expressing PfHsp90, BacTiter-Glo ATP, 48 h; yeast lacking PDR1 and PDR3 efflux regulators; inhibition, % at 9.4 µM; actives 0.32% (n = 310,000);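 active = every replicate shows inhibition above about 80%, whatever the replicate mean, limit read from the data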;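 also: 0% = DMSO neutral controls and 100% = 20 µM radicicol positive controls; yeast relying on Plasmodium falciparum Hsp90 in place of its own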
# Tat transport: blocks Tat-dependent protein export in E. coli; actives 0.036% (n = 340,000); inhibition, % at 10 µM; E. coli MC4100 TorA-mCherry Tat export, fluorescence; AID 488895;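 active = mean replicate inhibition at least 50% and at least half of replicates individually reaching 50%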;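 also: exported cargo escapes ClpAP degradation while cytoplasmic cargo is degraded and loses fluorescence; 0% = median of neutral control wells and 100% = median of NaSCN control wells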
# MOR-DOR ag: OPRM1-OPRD1 heterodimerization agonism; P35372+P41143; cells, luminescence; activation, % at 9.3 µM; actives 0.3% (n = 340,000); in the data active = activation above about 18%;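 also: 0% = vehicle-treated cells and 100% = reference agonist; values of inactives mirror those of a sister screen read the other way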
# Active calls of the source: *; nt = not tested or not shown.
SMILES,E coli growth,AddAB inh,phage Ecoli inh,Arr AP2 block,PKA-R1A activ,OPRM1-OPRD1 inv,DSG3 Ab inh,SUMO Mot1 rescue,PfHsp90 yeast 2,Tat transport,MOR-DOR ag
COc1ccc2c(c1OC)C(=O)OC2Nc1nc(-c2cc3cc([N+](=O)[O-])ccc3oc2=O)cs1 (centres undefined),-1.7,0.3,4.7,5,-13,14,116,2,14,-1,-2.6
CCCCCc1c(C)nc(SCC(=O)O)[nH]c1=O,-1.4,1.5,2.8,-4,-2,8,nt,6,23,10,-1.5
COc1ccccc1N1CCN(Cc2c[nH]c3ccccc23)CC1,1.1,0.3,2.5,18,nt,nt,97,-3,-16,-5,nt
Cc1ccc([N+](=O)[O-])cc1S(=O)(=O)NCCc1c(C)[nH]c2ccccc12,1.8,1.1,5.2,-5,-10,-8,102,-17,-11,5,1.6
O=C(CSc1nc(-c2cccs2)cc(C(F)(F)F)n1)NCc1ccccc1,3.9,-0.3,0.7,2,6,11,90,13,15,-11,-2.1
Cc1ccc(/C=N/N=C/c2ccc(C)s2)s1,1.7,4.5,3.4,1,10,-10,102,13,8,6,2.0
CC1CN(C(=O)CCC(=O)NCc2ccccc2Cl)c2ccccc2S1 (centres undefined),-0.3,5.8,0.9,15,2,16,109,17,-4,9,-3.2
COc1ccc2cc(CCNC(=O)CC(C)(C)C)c(=O)[nH]c2c1,-0.9,1.5,2.7,-1,0,14,98,5,1,1,-2.4
CCOC(=O)c1oc2cc(O)cc(C)c2c(=O)c1-c1cscn1,-1.6,3.8,1.0,21,-5,12,nt,57,18,4,-2.9
CCOC(=O)Cc1csc(NC(=O)CCNS(=O)(=O)c2ccc3c(c2)CCC(=O)N3)n1,0.6,-0.6,3.6,5,3,16,100,19,-6,-4,-2.8
C/C=C(\C)C(=O)NCCN1C2=NC[C@@H](C)N2C[C@H]1Cc1ccc(O)cc1,1.6,3.1,2.3,15,-8,9,106,-7,3,-1,-1.7
N#CNC1=NCN(Cc2ccccc2)CN1,-0.6,4.8,0.2,-22,4,17,99,6,3,2,-2.8
CC(OC(=O)C1CCN(S(=O)(=O)c2ccccc2)CC1)C(=O)Nc1ncc(Cl)cc1Cl (centres undefined),-0.5,3.1,1.4,8,-8,7,107,98,nt,7,-1.2
COc1ccc(N2CCN(S(=O)(=O)c3ccc(-n4cnnn4)c(C)c3)CC2)cc1,-0.3,-0.5,5.5,2,3,1,80,-11,-7,-8,-0.2
CCCCOC(=O)c1[nH]c2c(c1C)C(=O)CC(c1cc(OC)c(OC)c(OC)c1)C2 (centres undefined),3.1,1.1,1.7,4,-7,-3,108,1,nt,5,0.6
O=C(O)c1ccc(-c2noc(-c3ccccc3F)n2)cc1,0.3,3.2,0.6,2,4,10,99,-53,12,-8,-1.8
CC1(C)CCCN(Cc2c(O)ccc3c(=O)c(-c4nc5ccccc5s4)c(N)oc23)C1,-1.1,-1.0,2.9,-18,-16,-8,96,-12,17,-5,1.5
O=C(O)c1ccccc1C(c1ccc(O)cc1)c1ccc(O)cc1,1.4,1.8,0.7,-5,2,13,100,2,-40,-1,-2.8
CCC(CO)Oc1cc(NC(=O)c2ccccc2C)c2ncn(C(C)C)c2c1 (centres undefined),-11,-5.8,-4.1,22,-1,3,98,-12,-1,-5,-0.5
Cc1[nH]c2ccccc2c1/C=N/NC(=O)Nc1ccccc1,0.8,2.5,4.6,-16,-7,0,92,3,-8,0,0.0
Cc1cc(C)n(-c2nnc(Cl)c3ccccc23)n1,2.2,0.4,4.0,46,-8,12,97,-30,9,14,-2.4
CCCC(=O)N(C)c1nnc(-c2ccc(OC)cc2)s1,-0.1,1.3,3.4,2,-8,17,105,0,4,-7,-2.9
COc1cccc(C(=O)N2N=C(c3cccc(OC)c3)CC2(O)C(F)(F)F)c1 (centres undefined),0.4,1.7,0.1,-3,3,-24,86,1,14,6,4.3
CCOC(=O)N1CCN(C(=O)CCNS(=O)(=O)c2cc(Br)cnc2N)CC1,-2.5,2.3,2.5,1,2,-3,104,17,16,7,0.5

# 3 compounds out of the list above, ordered by the number in MOR-DOR ag, falling:
SMILES | MOR-DOR ag
Cc1ccc(/C=N/N=C/c2ccc(C)s2)s1 | 2.0
Cc1cc(C)n(-c2nnc(Cl)c3ccccc23)n1 | -2.4
COc1ccc2c(c1OC)C(=O)OC2Nc1nc(-c2cc3cc([N+](=O)[O-])ccc3oc2=O)cs1 (centres undefined) | -2.6

# Additional compounds.
SMILES,E coli growth,AddAB inh,phage Ecoli inh,Arr AP2 block,PKA-R1A activ,OPRM1-OPRD1 inv,DSG3 Ab inh,SUMO Mot1 rescue,PfHsp90 yeast 2,Tat transport,MOR-DOR ag
O=C(Nc1ccc(S(=O)(=O)N2CCCCC2)cc1)c1ccccc1Cl,1.9,3.2,1.9,25,-1,-1,99,60,nt,3,0.2
COc1ccc(-c2nnc(SCC(=O)NCCc3ccccc3)o2)cc1,-0.1,0.0,1.7,7,-8,0,101,nt,-27,5,0.0
CC(=O)c1ccc(NC(=O)C(C)NCc2ccccc2Cl)cc1 (centres undefined),-1.6,-0.8,-0.1,1,1,-7,121,-8,nt,-6,1.4
FC(F)(F)c1cccc(-c2ccn3ncnc3n2)c1,0.2,0.7,0.6,-21,7,11,117,-13,nt,0,-2.4
O=C(Nc1cccc(Cl)c1)C1CCCN(c2cnccn2)C1 (centres undefined),0.3,0.9,3.3,2,-2,-4,97,-4,9,-8,0.7
COCCOC(=O)C1=C(C)Nc2cc(=O)[nH]c(=O)n2C1c1cccc([N+](=O)[O-])c1 (centres undefined),-2.8,0.7,1.2,-5,-10,20,85,-2,-10,5,-4.0
CCCNc1nc2c(c(=O)n(C)c(=O)n2C)n1Cc1ccc(F)cc1,-0.9,-1.4,4.2,2,-9,-5,101,-12,-21,9,0.9
COc1ccc(S(=O)(=O)N2CCN(CCc3ccccc3)CC2)c(OC)c1,1.6,3.3,1.3,24,-3,-23,98,-8,7,6,4.6
CCO[C@H]1OC(C(=O)N2CCN(Cc3ccc4c(c3)OCO4)CC2)=C[C@@H](C(C)(C)C)[C@@H]1CCCO,-1.9,-3.0,-1.8,1,-10,-8,97,-6,-14,-2,1.6
O=C(/C=C/c1ccccc1)N1CCN(S(=O)(=O)c2ccc(F)cc2)CC1,0.8,0.3,2.5,15,7,11,nt,5,8,8,-2.4
Cc1occc1C(=O)N/N=C/c1cccc2ccccc12,2.1,0.9,3.8,-4,5,20,110,-9,27,3,-3.8
S=c1nccc(-c2cc(Cl)sc2Cl)[nH]1,-1.1,1.9,1.4,29,-9,12,87,700,nt,-4,-2.7
Cc1noc2ncnc(Oc3ccc4ccccc4c3)c12,-0.7,2.2,-0.2,22,-4,11,106,10,nt,-6,-2.3
COc1ccc(C2CC(c3ccc(OC)c(OC)c3)=NN2C(=O)c2ccccc2)cc1 (centres undefined),1.0,-1.5,-0.5,-5,-13,0,94,-10,0,0,-0.1
O=C1/C(=C/c2cccc(F)c2)Oc2cc(O)ccc21,-2.5,-1.3,0.4,-21,-4,10,89,8,22,-10,-1.8
Cc1ccc(OCC(=O)NCCCNC(=O)c2ccncc2)cc1,-1.6,1.9,-0.1,14,3,0,98,-8,5,-2,0.1
CC1(CCc2ccccc2)NC(=O)N(CC(=O)Nc2ccccc2C#N)C1=O (centres undefined),2.5,2.2,3.1,-14,-10,0,95,2,-3,16,0.1
CCOC(=O)NC(=O)c1cn(Nc2ncc(Cl)cc2C(F)(F)F)c(=O)[nH]c1=O,-1.1,-0.6,1.6,36,-1,12,96,2,-1,-1,-2.3
Cc1nn(-c2ccccc2)c(Cl)c1C(=O)NCc1ccccc1F,0.4,2.7,1.4,8,-5,-37,112,86,0,7,4.6
O=S(=O)(c1ccc(F)cc1)N1CCCC1,0.3,2.5,2.8,24,-9,22,114,-22,-3,-14,-4.5
O=C(CSc1cccc[n+]1[O-])c1cccs1,3.5,0.8,3.2,-34,-3,8,112,2,-2,-22,-1.8
CCC(Cc1ccccc1)NC(=O)CN(C)S(=O)(=O)c1ccc2c(c1)c(=O)n(C)c(=O)n2C (centres undefined),1.5,0.6,-0.1,-7,-9,6,97,-7,-6,-4,-1.2
Cc1c(C(=O)NCc2ccc3c(c2)OCO3)oc2ccc(S(=O)(=O)N3CCCC3)cc12,1.1,1.3,0.0,-7,-4,0,107,5,-6,7,0.0
Cc1noc(C)c1CSc1ccccc1C(=O)N(C)CC(=O)Nc1cccc(F)c1,2.7,-0.5,0.5,1,-2,19,109,1,nt,-7,-3.6
Cc1nc2c(c(C)nn2-c2ccccc2)c(C)c1Cl,-2.5,0.7,0.5,-3,0,-9,103,-16,7,6,1.8
COC(=O)c1ccc(OCC(O)CN(CCO)CCO)cc1 (centres undefined),0.3,1.6,0.8,7,9,11,99,5,-35,-7,-2.3
O=C(Nc1ccc([N+](=O)[O-])cc1)c1cc(Cl)sc1Cl,0.0,1.8,0.3,33,-11,-4,104,-3,4,0,0.8
O=[N+]([O-])c1ccc(N2CCCC2)cc1N1CCCC1,2.8,2.6,3.2,6,3,19,109,16,-34,6,-3.7
CCCCOc1ccccc1NC(=O)c1ccc(=O)[nH]c1,-1.2,1.8,2.9,26,-3,14,nt,-10,-9,-4,-2.2
CC(C)C/C=C1\CCc2c([nH]c3ccccc23)C1=O,0.7,-1.4,2.1,19,-9,-40,101,3,6,11,7.8
Cc1cc(C)nc(N2CCC(C(=O)Nc3ccc(Oc4ccccc4)cc3)CC2)n1,-1.1,1.7,1.0,1,-3,14,102,48,-12,-2,-2.5
C[C@@H]1CCC[C@@]2(O[C@@H](CCO)C[C@@H](O)[C@@H]2O)O1,-0.5,2.8,0.8,-3,-6,3,109,-10,nt,-2,-0.5
CCOC(=O)C1C(=O)C=C(c2cccc(NS(C)(=O)=O)c2)CC1c1ccco1 (centres undefined),1.3,-1.2,5.1,-10,-2,17,94,-12,nt,27,-3.0
COc1ccc(CNC(=O)CCS(=O)(=O)c2ccc3c(c2)CC(C)N3C(=O)C2CC2)cc1 (centres undefined),-2.0,-0.8,1.7,37,-1,13,99,16,10,-4,-2.6
C=CCn1c(COc2ccc(CC)cc2)nnc1SCC(=O)N(C)C1CCS(=O)(=O)C1 (centres undefined),-1.5,1.6,0.3,0,5,19,104,-4,-2,3,-3.1

# Compound activity as filed in PubChem.
